Bioassay records: PubChem, Sanford-Burnham Center for Chemical Genomics
Artemis endo inh = Artemis endonuclease inhibitors, primary screen, biochemical, fluorescence intensity, FAM/BHQ-1 hairpin substrate; 0.78% of 30,000 active; AID 686954, 2013; recombinant Artemis, quenched FAM hairpin cleavage fluorescence; inhibition, % at 10 µM; Protein artemis (Homo sapiens), Q96SD1;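 active = at 10 µM dose, at least 30% inhibition, measured as corrected fluorescence normalized to stimulator and neutral control wells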
Target sequence (Q96SD1 whole entry, looked up): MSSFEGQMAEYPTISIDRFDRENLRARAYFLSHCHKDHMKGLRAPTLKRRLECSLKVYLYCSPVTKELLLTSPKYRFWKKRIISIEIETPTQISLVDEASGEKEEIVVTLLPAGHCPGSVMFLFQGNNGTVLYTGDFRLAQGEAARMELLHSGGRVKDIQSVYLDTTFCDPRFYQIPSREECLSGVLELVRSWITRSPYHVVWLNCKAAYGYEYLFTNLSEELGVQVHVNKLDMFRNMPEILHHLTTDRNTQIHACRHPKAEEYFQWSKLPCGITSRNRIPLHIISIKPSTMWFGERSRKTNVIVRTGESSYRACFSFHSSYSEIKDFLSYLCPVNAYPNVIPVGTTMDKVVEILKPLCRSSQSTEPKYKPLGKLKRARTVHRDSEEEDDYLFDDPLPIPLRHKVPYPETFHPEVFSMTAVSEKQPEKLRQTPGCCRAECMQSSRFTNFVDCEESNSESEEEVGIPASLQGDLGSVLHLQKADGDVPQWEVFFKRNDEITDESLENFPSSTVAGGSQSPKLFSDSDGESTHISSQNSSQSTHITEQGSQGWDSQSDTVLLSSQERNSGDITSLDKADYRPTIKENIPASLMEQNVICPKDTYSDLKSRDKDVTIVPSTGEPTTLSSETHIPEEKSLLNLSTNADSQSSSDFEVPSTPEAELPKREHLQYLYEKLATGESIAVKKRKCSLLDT
An asterisk follows results filed as active. These rows are one share of the data; the hit share may differ from the screen's.

SMILES	Artemis endo inh
CCOC(=O)c1sc(NC(=O)CSc2n[nH]c(-c3ccccc3)n2)c(C#N)c1C	15.7
O=C1CCCC2=C1C(c1ccccc1)n1c(s/c(=C/c3cccc(F)c3)c1=O)=N2 (stereo not given)	8.4
O=C(CCC(=O)OCCCC(F)(F)C(F)(F)F)Nc1ccc(Cl)cc1Cl	-0.8
Cc1cc2c(=O)n(CC(=O)N3CCN(c4ccc(F)cc4)CC3)cnc2s1	-6.3
O=C(CCc1c[nH]c2ccccc12)NCc1ccc2c(c1)OCO2	1.8
CCOC(=O)C(NC(=O)CC)(N1CCc2ccccc2C1)C(F)(F)F (stereo not given)	-3.1
N/C(Cc1cccs1)=N\OC(=O)COc1ccccc1	3.0
COC(=O)C1=C(N)Oc2cc(C)[nH]c(=O)c2C1c1cccnc1 (stereo not given)	-5.4
O=C(CN(C(=O)CCC(=O)Nc1nccs1)c1ccc2c(c1)OCO2)NCC1CCCO1 (stereo not given)	-0.5
O=C(NC12CC3CC(CC(C3)C1)C2)N1CCC(O)CC1	-2.8
COc1cc(C(=O)COC(=O)CNC(=O)C2CCCCC2)cc(OC)c1OC	4.2
COc1ccc(OC)c(C2C(C(=O)c3cc4ccccc4o3)=C(O)C(=O)N2c2cc(C)on2)c1 (stereo not given)	27.8
CCOC(=O)CSc1nnc([C@H](CC(C)C)NC(=O)OC(C)(C)C)o1	4.0
N#CC(C(=O)NC1CC1)c1nc2ccccc2nc1N1CCN(C/C=C/c2ccccc2)CC1 (stereo not given)	17.1
CCOC(=O)c1c[nH]c2c(Cl)ccc(Cl)c2c1=O	-1.0
Cc1n[nH]c(C)c1S(=O)(=O)N1CCc2ccccc21	2.0
Cc1oc(-c2nc3ccccc3n2C)cc1C(=O)c1ccccc1	7.5
CCOC(=O)c1cc(C#N)c(Oc2ccc(F)cc2)nc1-c1ccccc1	18.6
Cc1ccc(P(C)(=O)c2ccc(C)cc2)cc1	-5.8
CC1=C(C(=O)Nc2ccccc2Cl)C(c2ccc(N(C)C)cc2)NC(=O)N1 (stereo not given)	5.6
CCCCCC(C(=O)O)C(C)CC(=O)NC1CCCCC1 (stereo not given)	-8.1
CCN1CCN(C(c2cc(OC)ccc2OC)c2nnnn2Cc2ccccc2)CC1 (stereo not given)	1.2
O=S(=O)(c1cccc2cccnc12)N1CCc2ccccc21	-0.3
O=C(NCCOC(=O)c1ccc(C(=O)OCCNC(=O)c2ccccc2)o1)c1ccccc1	6.4
COn1c(SCc2cccnc2)nc2ccccc2c1=O	4.0
O=C(Nc1cnc2ccccc2c1)N1CCOCC1	2.9
CCOC(=O)N1CCN(C(=O)C2CCN(S(=O)(=O)c3ccc(Br)s3)CC2)CC1	-5.7
CN(C)c1cc(=O)n2c(n1)SCCC2	-10.9
COc1ccccc1NC(=O)C1CCCN(c2cc(C)nc3ncnn23)C1 (stereo not given)	-7.3
O=C(NCC(=O)N(c1ccc2c(c1)OCO2)C(C(=O)NC1CCCC1)c1ccncc1)c1ccco1 (stereo not given)	7.1
Cc1cc(C)c2c(c1)/C(=N/NS(=O)(=O)c1ccc(Br)cc1)CCC2	4.6
COCCOC(=O)C1=C(C)NC(=O)NC1c1ccc(OC(=O)c2ccco2)c(OC)c1 (stereo not given)	-3.9
CC(=O)N1C(C(=O)O)CSC1c1cccc(C)c1 (stereo not given)	-3.4
CCCCN1C(=O)C(NC(C)=O)c2cc(Br)ccc21 (stereo not given)	6.5
CC1(C)Oc2ccc3ccc(=O)oc3c2-c2cn[nH]c21	-3.2
O=c1c2[nH]c3cccc(Cl)c3c2ncn1Cc1ccncc1	3.0
CC1CCCCC1NC(=O)COc1ccc(-n2cnnn2)cc1 (stereo not given)	0.8
Cc1ccc(CSc2nnc3nc(C)cc(C)n23)cc1	1.6
O=C(CC1CC2CCC1C2)OCC(=O)c1c[nH]c2ccccc12 (stereo not given)	-2.5
CC(C)NS(=O)(=O)c1ccc(OCC(N)=O)c(Cl)c1	-4.9
Cc1cc(NCCNC2=CC(=O)CCC2)nc2ccccc12	-1.5
Cc1ccc(OCc2nc(C#N)c(NCc3ccc4c(c3)OCO4)o2)cc1	14.8
O=C(N/N=C\c1ccc(COc2ccc([N+](=O)[O-])cc2)o1)c1ccc(Cl)cc1	11.5
Cc1cc(N2CCC(C)CC2)nc(-n2nc(C)cc2C)n1	7.1
CC1(C)CC2CC(C)(CN2S(=O)(=O)c2cccc(N)c2)C1 (stereo not given)	-8.2
CCCCC(c1nnnn1C1CCCC1)N1CCN(C(=O)c2ccco2)CC1 (stereo not given)	-0.6
C[C@@H](C(=O)NCc1ccccc1)N1C(=O)C2CC=CCC2C1=O (stereo not given in full)	-0.2
Cc1ccc(S(=O)(=O)Oc2ccc(C3C4=C(CCCC4=O)OC4=C3C(=O)CCC4)cc2)cc1	9.4
COC(=O)c1c(C(=O)OC)c(-c2ccc(C)cc2)n2c1CS(=O)C2 (stereo not given)	3.4
O=C(Nn1c(=S)[nH]c2ccccc2c1=O)c1ccncc1	-1.4
CCCN1C(=O)/C(=C/c2ccc(C)s2)SC1=Nc1ccc(OC)cc1	7.4
CC(C)CNc1nc(Oc2ccc(=O)n(C)n2)nc(N2CCOCC2)n1	1.7
Cc1cc(C)nc(NC(=O)c2ccc(Cl)c(Cl)c2)n1	2.5
CCOC(=O)N1CCN(S(=O)(=O)c2ccc(OCC)c(C)c2)CC1	-10.7
Cc1ccc(-c2nnn(CC(=O)N(CC(=O)NC3CCCC3)c3ccc(F)c(Cl)c3)n2)o1	14.5
O=S(=O)(c1ccccc1)N(Cc1nc(-c2ccccc2)no1)C1CCCCC1	7.0
COc1ccccc1/C=N/n1cnnc1	1.1
CC(=O)Nc1cccc(OC(=O)N2CCOCC2)c1	-2.8
Cc1c(NS(=O)(=O)c2ccc3c(c2)n(C)c(=O)n3C)c(=O)n(-c2ccccc2)n1C	-2.0
CN(C)S(=O)(=O)c1ccc(-c2ccccc2)cc1	-6.7
The listing continues:
SMILES	Artemis endo inh
CCOC(=O)N1CCN(c2nc(=S)n(-c3ccccc3)c(C)c2C(C)=O)CC1	-10.0
C=CCOc1ccc2ccccc2c1/C=N/O	-0.8
CCCOC(=O)Cc1n[nH]c(=O)[nH]c1=O	2.8
Cc1nc2ccc(Cc3ccc4nc(C)[nH]c4c3)cc2[nH]1	-1.9
Nc1ccc(C(=O)OCc2nc3ccccc3[nH]2)cc1	6.3
COC(=O)c1[nH]c2cccc(C)c2c1NC(=O)CN1CCCc2ccccc21	11.2
Cc1c(Br)c(=O)[nH]c(=O)n1COCc1ccccc1	7.2
COC(=O)NCCOc1nc(N(C)C)nc(N(C)C)n1	5.7
CCCc1ccc(-c2c(C)sc(N)c2C#N)cc1	10.3
COc1ccccc1NC(=O)c1cc(Cl)ccc1NC(=O)c1ccco1	-3.8
COc1cccc(C2C3CN(C)CC=C3C(C#N)=C(N)C2(C#N)C#N)c1OC (stereo not given)	-21.2
COc1ccccc1N1CCN(C(=O)c2ccc(S(=O)(=O)N3CCCC3)cc2)CC1	-4.5
[O-]/[N+](=C\c1ccncc1)c1ccccc1	4.5
Cc1cc(C)n(-c2nc(NC(C)(C)C)nc(NC(C)(C)C)n2)n1	-4.3
COc1ccccc1-c1cc(C(F)(F)F)nc(S(=O)(=O)CCCC(=O)Nc2cc(C)on2)n1	8.2
COc1cccc(OCCNc2cc(N3CCCCC3)ccc2[N+](=O)[O-])c1	13.4
COc1ccc(OC)c2[nH]c(=O)c(CCNC(=O)COc3ccccc3)cc12	6.0
O=C(COc1ccc(Cl)cc1Cl)NCCC1=CCCCC1	8.4
CCC(C)(C)NC(=O)c1ccc(S(=O)(=O)N(C)c2ccccc2OC)cc1	-3.7
COc1ccc(Cl)cc1NC(=O)CCN1CCN(C)CC1	-4.0
CCCCNC(=O)Nc1ccc(Br)cn1	-5.8
COCc1c(C(=O)N2CCN(c3ccc(C(F)(F)F)cn3)CC2)oc2ccccc12	1.1
O=C(CC1C(=O)OCN1C(=O)OCc1ccccc1)OCC(=O)c1ccccc1 (stereo not given)	-3.6
COc1cccc(N2CC(O)=C(c3ccccc3)C2=N)c1	-8.0
COC(=O)c1[nH]c2ccc(Cl)cc2c1NC(=O)C1CC1	6.3
COc1ccc(CCn2nnnc2C(CC(C)C)N2CCC(C(N)=O)CC2)cc1OC (stereo not given)	3.0
CC1(C(=O)CSc2nc3ccccc3[nH]2)CCC(=O)O1 (stereo not given)	-0.8
COC(=O)c1ccc(OCCOc2ccccc2)cc1	-4.7
O=C1NCC(COCc2ccccc2)O1 (stereo not given)	-5.6
C=CCOc1cccc(/C=N/NC(=O)C(=O)NCc2ccco2)c1	-0.6
C/C(=N\OC(=O)NC(C)C)c1sc(-c2ccc(Cl)cc2)nc1C	6.9
CC(C(=O)Nc1ncn[nH]1)N1C(=O)c2ccccc2C1=O (stereo not given)	-4.7
CCN(CC)CCCC1(CN)OCCc2ccccc21 (stereo not given)	-6.2
CCCNc1cc(C)c(C#N)c2nc3ccccc3n12	1.0
O=c1cc(-c2ccccc2)nc2nc(CCc3ccccc3)[nH]n12	0.0
O=C(O)C1CCCCC1C(=O)NCCc1c[nH]c2ccccc12 (stereo not given)	-2.1
O=C(c1c(F)cccc1F)N(Cc1ccccn1)C1CC1	8.3
CC(c1ccco1)N(C(=O)COc1ccccc1[N+](=O)[O-])c1ccccn1 (stereo not given)	-2.6
CN1C(=O)C2(Oc3ccccc3C3CC(c4ccccc4)=NN32)c2ccccc21 (stereo not given)	0.7
COc1ccc(Cc2nnc(SCC(=O)c3ccccc3)o2)cc1	-6.7
Cn1c(N)c(C(=O)COC(=O)C2(c3ccc(Cl)cc3)CCCC2)c(=O)n(C)c1=O	4.4
CCOc1ccc(OCCOCCOc2c(Cl)cccc2Cl)cc1	6.4
c1cn(CCCNc2ncnc3sc4c(c23)CCC4)cn1	-7.2
CCOc1nc2ccccc2nc1C	-9.6
CC1=CC(=O)C=CC1(C)C(Cl)(Cl)Cl (stereo not given)	-6.6
O=C(NC1CCCCC1)C(c1ccc(F)cc1)N(Cc1ccc2c(c1)OCO2)C(=O)c1cnsn1 (stereo not given)	1.1
COC(=O)c1cc(Br)c(=O)n(-c2ccc(F)cc2)c1	0.0
CC(C)(C)c1nnc2sc(SCC(=O)c3ccccc3)nn2c1=O	-4.1
CCOc1ccc(S(=O)(=O)NCCC(=O)NCc2ccco2)cc1	-8.2
O=C1Nc2ccc(NS(=O)(=O)c3cccs3)c3cccc1c23	4.6
CC(=O)N1CCN(C(=S)c2ccc(-c3ccc(Cl)cc3)o2)CC1	-2.4
CCC(=O)NC1=C(C#N)C2(CCCC2)Cc2ccccc21	-10.9
Cc1ccc(-n2ncc3c2ncn2nc(-c4ccco4)nc32)c(C)c1	-2.7
O=c1oc(-c2ccccc2[N+](=O)[O-])nc2ccccc12	2.3
CCc1ccc(NC(=O)C(C)Oc2nnc(-c3cccs3)c(-c3cccs3)n2)cc1 (stereo not given)	20.4
Cc1ccc(/C=C/C(=O)N2CC(C)CC(C)C2)o1 (stereo not given)	2.8
O=C(Nc1cccc(NC(=O)c2cccnc2Cl)c1)c1ccco1	1.1
Cc1ccc(-n2ncc3c(NCCCOC(C)C)ncnc32)c(C)c1	-0.6
O=C(CCN1CCCCC1c1cccnc1)NCc1ccccc1 (stereo not given)	0.0
COc1cc(/C=C2/SC(=O)N(Cc3ccccc3Cl)C2=O)ccc1OCc1ccncc1	19.2
(listing goes on)
SMILES	Artemis endo inh
CCCCCNC(=O)C(C#N)c1nc2ccccc2nc1N1CCCC1 (stereo not given)	-9.4
CCCc1cc(=O)[nH]c(SCC(=O)Nc2cc3c(cc2C(C)=O)OCO3)n1	-3.7
Cc1cc(NC(=O)CCC(=O)N(CCC(C)C)CC(=O)NCC2CCCO2)no1 (stereo not given)	-10.0
O=C(Cc1cccs1)NNC(=S)NCc1ccc(Cl)cc1	-1.7
Clc1ccc(-c2nc(Cc3ccccc3)no2)cc1	-0.8
O=C(Cn1c(NCCO)nc2ccccc21)c1cccs1	-8.3
Cc1ccccc1C(=O)OCCCN=C1NS(=O)(=O)c2ccccc21	1.0
COc1ccc(S(=O)(=O)N2CCCC(C(=O)N3CCN(C)CC3)C2)cc1C (stereo not given)	-5.6
COc1ccc(-c2cc(C(F)(F)F)nc(SCC(=O)Nc3cc(C)on3)n2)cc1	0.1
CCc1ccc2c(Cl)c(C(=O)N/N=C/c3c[nH]c4ccccc34)sc2c1	7.5

Of the compounds above, these have a furan ring, fused or not:
SMILES	Artemis endo inh
COc1ccc(OC)c(C2C(C(=O)c3cc4ccccc4o3)=C(O)C(=O)N2c2cc(C)on2)c1 (stereo not given)	27.8
Cc1oc(-c2nc3ccccc3n2C)cc1C(=O)c1ccccc1	7.5
O=C(NCCOC(=O)c1ccc(C(=O)OCCNC(=O)c2ccccc2)o1)c1ccccc1	6.4
O=C(NCC(=O)N(c1ccc2c(c1)OCO2)C(C(=O)NC1CCCC1)c1ccncc1)c1ccco1 (stereo not given)	7.1
COCCOC(=O)C1=C(C)NC(=O)NC1c1ccc(OC(=O)c2ccco2)c(OC)c1 (stereo not given)	-3.9
O=C(N/N=C\c1ccc(COc2ccc([N+](=O)[O-])cc2)o1)c1ccc(Cl)cc1	11.5
CCCCC(c1nnnn1C1CCCC1)N1CCN(C(=O)c2ccco2)CC1 (stereo not given)	-0.6
Cc1ccc(-c2nnn(CC(=O)N(CC(=O)NC3CCCC3)c3ccc(F)c(Cl)c3)n2)o1	14.5
COc1ccccc1NC(=O)c1cc(Cl)ccc1NC(=O)c1ccco1	-3.8
COCc1c(C(=O)N2CCN(c3ccc(C(F)(F)F)cn3)CC2)oc2ccccc12	1.1
C=CCOc1cccc(/C=N/NC(=O)C(=O)NCc2ccco2)c1	-0.6
CC(c1ccco1)N(C(=O)COc1ccccc1[N+](=O)[O-])c1ccccn1 (stereo not given)	-2.6
CCOc1ccc(S(=O)(=O)NCCC(=O)NCc2ccco2)cc1	-8.2
CC(=O)N1CCN(C(=S)c2ccc(-c3ccc(Cl)cc3)o2)CC1	-2.4
Cc1ccc(-n2ncc3c2ncn2nc(-c4ccco4)nc32)c(C)c1	-2.7
Cc1ccc(/C=C/C(=O)N2CC(C)CC(C)C2)o1 (stereo not given)	2.8
O=C(Nc1cccc(NC(=O)c2cccnc2Cl)c1)c1ccco1	1.1
